PfG6PD inh: PfG6PD (Plasmodium falciparum) enzyme inhibition; hit rate 0.78% among 350,000; AID 504690; inhibition, % at 20 µM; PfGluPho enzyme, NADPH resazurin-diaphorase fluorescence;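 active means inhibition reaching at least a set limit at 20 µM in the primary screen, cut at about 59% in these data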;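 further: 0% = DMSO wells with substrate and 100% = DMSO wells lacking glucose-6-phosphate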
ATG4B inh: inhibitors of human ATG4B cysteine protease. hit rate 0.51% among 340,000. ATG4B cleavage of LC3-PLA2, NBD-HPC fluorescence, 1 h. inhibition, % at 8.33 µM; in the data active means inhibition above about 40%
SENP1 FRET inh: blocks the human SENP1 SUMO protease catalytic domain; recombinant SENP1 catalytic domain, CyPet-SUMO1-YPet FRET cleavage; hit rate 0.21% among 360,000; inhibition, % at 10 µM; Q9P0U3;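 active means inhibition at least 30% at 10 µM, raw YFP signal under a set limit, fluorescence ratio 0.5 to 1.5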;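 further: 0% = enzyme with DMSO and 100% = no enzyme wells; some results filed as inactive read as strong as hits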
Target sequence (Q9P0U3 419-644 limits assumed): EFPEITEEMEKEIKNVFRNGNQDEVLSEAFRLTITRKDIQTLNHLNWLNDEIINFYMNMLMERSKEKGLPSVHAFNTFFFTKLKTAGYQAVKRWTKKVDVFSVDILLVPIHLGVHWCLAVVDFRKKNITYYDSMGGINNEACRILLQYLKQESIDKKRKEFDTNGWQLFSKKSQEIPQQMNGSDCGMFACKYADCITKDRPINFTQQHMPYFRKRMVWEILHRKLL
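System: Recombinant human SENP1 catalytic domain, His6-tagged | Incubation: Enzyme reaction for 50 min at room temperature, dark | Medium: Tris pH 8 with BME, BSA, NP40 and catalase | Also added: 25 nM SUMO1 FRET substrate | Compound: 10 µM single point, 0.5% DMSO | Measured by: FRET fluorescence in CFP and YFP emission channels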
SENP6 inh: inhibitors of human SENP6 protease | AID 2599 | inhibition, % at 10 µM | Recombinant SENP6 catalytic domain, aminoluciferin luminescence | Q9GZR1 | hit rate 1.8% among 330,000;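 active means inhibition above about 50% at the single tested dose, limit read from the data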;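 further: plate controls were DMSO wells with enzyme for no effect and DMSO wells lacking enzyme for full effect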
SENP8 inh: SENP8 (human) protease inhibition; Q96LD8; recombinant SENP8, Nedd8 substrate fluorescence; inhibition, % at 20 µM; hit rate 0.64% among 360,000; in the data active means inhibition mostly above about 40%, no sharp cut-off; inactive means mostly below about 27%
Target sequence (Q96LD8 whole entry, looked up): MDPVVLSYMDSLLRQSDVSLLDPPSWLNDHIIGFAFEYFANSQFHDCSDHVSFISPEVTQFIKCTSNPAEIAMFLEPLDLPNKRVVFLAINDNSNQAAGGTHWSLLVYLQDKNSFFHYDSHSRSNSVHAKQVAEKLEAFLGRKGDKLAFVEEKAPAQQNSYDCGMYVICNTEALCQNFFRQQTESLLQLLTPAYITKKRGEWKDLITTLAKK
NR3A LBD binder: modulators (binders) of human NR3A ligand-binding domain. hit rate 2.5% among 340,000. NR3A LBD differential scanning fluorimetry, Tm shift; 0% = protein alone, 100% = glycine-bound protein. AID 1259313. Tm shift relative to glycine control, % at 25 µM;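 active means melting temperature shift of at least 10% of the positive control shift, at one fixed dose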
MPTP block: inhibitors of mitochondrial permeability transition pore; isolated mouse mitochondria, Ca2+ swelling absorbance, 30 min; inhibition, % at 10 µM; hit rate 1.4% among 360,000; AID 602449;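 active means inhibition of 50% or more, scaled per plate between neutral and stimulator controls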;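 further: 0% = DMSO wells given calcium and 100% = 1 mM EGTA wells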
hIAP act: increases human intestinal alkaline phosphatase activity. P09923. purified human IAP, CDP-Star luminescence, 30 min; active compounds read high; 1 = vehicle-only enzyme, 0 = enzyme-free background. activation factor at 10 µM. hit rate 0.16% among 330,000. AID 2524;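 active means activation factor of the enzyme at least 2-fold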; further: the source names both 10 and 20 µM as test concentration; values of inactives mirror those of a sister screen read the other way
Target sequence (P09923 whole entry, looked up): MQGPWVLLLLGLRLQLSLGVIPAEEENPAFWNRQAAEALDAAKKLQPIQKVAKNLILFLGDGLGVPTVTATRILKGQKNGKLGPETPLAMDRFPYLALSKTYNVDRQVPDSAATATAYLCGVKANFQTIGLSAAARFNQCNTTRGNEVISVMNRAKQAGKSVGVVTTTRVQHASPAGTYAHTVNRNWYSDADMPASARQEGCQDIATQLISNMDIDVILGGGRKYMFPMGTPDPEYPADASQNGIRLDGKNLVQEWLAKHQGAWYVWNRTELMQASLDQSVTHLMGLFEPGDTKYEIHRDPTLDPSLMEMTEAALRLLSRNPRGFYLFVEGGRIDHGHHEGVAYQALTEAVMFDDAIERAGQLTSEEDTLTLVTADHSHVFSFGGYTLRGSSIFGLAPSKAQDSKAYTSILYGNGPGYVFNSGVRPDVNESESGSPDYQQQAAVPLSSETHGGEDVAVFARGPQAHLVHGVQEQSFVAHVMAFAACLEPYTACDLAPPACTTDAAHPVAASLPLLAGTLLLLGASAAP
* marks the source's active call; other numbers are inactive results; i = inactive; · = not tested or not shown.

SMILES | PfG6PD inh | ATG4B inh | SENP1 FRET inh | SENP6 inh | SENP8 inh | NR3A LBD binder | MPTP block | hIAP act
O=C(Nc1nnc(-c2ccco2)s1)C1CCCCC1 | -18 | -3 | 9 | -8 | -64 | -1 | -5.8 | 0.84
Cc1csc(=O)n1CCC(=O)OCc1nnc(-c2ccccc2Cl)o1 | 9 | 3 | 0 | 0 | 7 | 0 | -0.4 | 0.87
COc1ccc(-c2nnn(CC(=O)N(CC(=O)NCCC(C)C)c3ccccc3)n2)cc1OC | 9 | -2 | 3 | -1 | 20 | -1 | -1.3 | 0.94
S=C(Nc1cccc(Br)c1)c1ccccc1 | 12 | 2 | 2 | -6 | 11 | -6 | 53* | 1.2
Cc1c(/C(O)=C2/C(=O)C(=O)N(CCN3CCOCC3)C2c2ccco2)cnn1-c1ccccc1 (configuration not stated) | 2 | -3 | -7 | · | 1 | 0 | 2.1 | ·
COc1ccc(-c2nn(CCC(=O)O)cc2/C=C2\SC(N)=NC2=O)cc1OC | -4 | -6 | 1 | 8 | -11 | 1 | 1.2 | 0.91
COc1ccc2c(c1)c(C(=O)CNc1nc(C)cs1)c(C)n2C | 9 | 5 | 1 | -6 | -56 | 0 | 0.3 | 0.99
COc1cc(NC(=O)c2ccc(F)cc2)c(OC)cc1NC(=O)CN1CCOCC1 | -10 | -5 | -30 | 0 | -7 | 0 | -1.1 | 0.9
C=CC[C@@H](Cc1ccc(F)cc1)C(=O)OC[C@@H]1CCCN1C(=O)[C@H](CC=C)CC(=O)N[C@H](CO)Cc1ccccc1 | -5 | -11 | 0 | 12 | 14 | 0 | -0.6 | 0.93
COc1ccccc1Nc1nc(-c2ccccc2O)nc2ccccc12 | 13 | 2 | 0 | 19 | 13 | 4 | 1.0 | 0.93
COCCn1c(CN2CCC(Cc3ccccc3)CC2)nc2c1c(=O)n(C)c(=O)n2C | -7 | -3 | -1 | -8 | 12 | 3 | 84* | 1.1
O=C(CSc1ccccc1)Nc1ccc(Cl)c(S(=O)(=O)N2CCOCC2)c1 | -2 | -6 | 1 | -6 | 2 | 1 | 1.0 | 1
Cc1ccc(C(=O)CC(Nc2ccc(F)cc2)c2ccccc2)cc1 (configuration not stated) | 4 | 10 | -2 | -9 | 28 | -9 | 3.0 | 0.97
CCOc1ccc(OC(=O)c2cccc(S(=O)(=O)N3CCN(C)CC3)c2)cc1 | 14 | 1 | 0 | -4 | 12 | 3 | 2.0 | 1
Cc1cccc(NC(=O)c2cc(NC(=O)CCCC(=O)O)ccc2Cl)n1 | -1 | 1 | 3 | -19 | 4 | 0 | -1.0 | 0.9
NC(=O)c1c(NC(=O)c2ccc(S(=O)(=O)N3CCOCC3)cc2)sc2c1CCCCC2 | -4 | 0 | 2 | -3 | -216 | 4 | -1.0 | 0.9
COc1cccc(/C(C#N)=C/c2c(-c3ccc(Cl)cc3)nc3c(C)cccn23)c1 | 3 | 5 | -1 | -18 | 8 | -8 | 5.7 | 1.2
O=C(CN1CCN(C(=O)c2ccc(-c3nc4ccccc4s3)o2)CC1)Nc1ccccc1Cl | 2 | -13 | -12 | -4 | -122 | -2 | 0.3 | 0.99
CCc1ccc(NS(=O)(=O)c2c(C(=O)N3CCOCC3)c(C)n(C)c2C)cc1 | 2 | 4 | -1 | -1 | 4 | 0 | 0.2 | 1.1
CSc1ccc(S(=O)(=O)Nc2ccc(OCC(=O)N3CCOCC3)cc2)cc1 | -2 | -6 | 2 | -6 | 10 | -2 | -0.7 | 1
COc1ccc(NC(=O)CN(C)C(=O)CSc2ccc3c(c2)OCCO3)cc1 | 0 | -8 | 0 | 1 | 4 | 2 | 1.8 | 0.92
COC(=O)CSc1nc2ccccc2n1CC(=O)N(C(C)C)C(C)C | -3 | -5 | 0 | 4 | 4 | 0 | -1.3 | 0.99
CCC(=O)N1CC2(CC(c3cccc([N+](=O)[O-])c3)=NO2)C[C@H]1C(=O)NCC(N)=O (some centres not stated) | -8 | 5 | 3 | 9 | 10 | 0 | -1.1 | 0.86
O=C(Oc1ccccc1C(=O)N1CCOCC1)c1ccccc1 | -5 | 4 | 0 | 16 | 13 | -2 | -0.8 | 0.87
O=C(NCc1cccnc1)C(=O)NCC1OCCN1S(=O)(=O)c1cc(F)ccc1F (configuration not stated) | 20 | 6 | 0 | -3 | 4 | 0 | 0.3 | 0.94
CC1C(=O)Nc2ccccc2N1C(=O)c1ccc(F)cc1 (configuration not stated) | -16 | 6 | 1 | 13 | 20 | 3 | -0.9 | 1.1
N#Cc1c(-c2ccccc2)nc(SCC(=O)NC2CCCCC2)[nH]c1=O | -16 | -8 | 1 | 0 | -35 | -2 | -0.7 | 0.98
Cc1ccc(NCc2ccco2)cc1C | -2 | 5 | -3 | 13 | -1 | -1 | -2.6 | 1.1
O=C(NNC(=O)c1cccnc1Cl)c1ccc(F)cc1 | -12 | 1 | 2 | -2 | -3 | 0 | -1.9 | 1
Cc1occc1C(=O)NNC(=O)NC12CC3CC(CC(C3)C1)C2 | 7 | -1 | 2 | -4 | 20 | 1 | -2.1 | 1.1
O=C1N[C@H](Cc2ccccc2)COC(=O)[C@H](Cc2ccc(F)cc2)CC/C=C/C[C@H]1CC(=O)N(CCO)Cc1ccccc1 | -1 | -16 | 0 | 0 | 12 | -3 | -0.4 | 1
COCCNC(=O)Cn1cc(/C=C(\C#N)C(=O)NC2CC2)c2ccccc21 | -20 | 20 | -18 | -26 | -14 | 1 | -0.5 | 0.91
Cc1ccccc1-c1nc(CS(=O)CC(=O)NC(C)CCc2ccccc2)c(C)o1 (configuration not stated) | 2 | -2 | 0 | -10 | 6 | 4 | -1.2 | 1
COc1cccc(N2CCN(CC(=O)Nc3ccccc3C(=O)NCCc3ccccc3)CC2)c1 | 25 | -41 | -1 | 6 | -6 | -5 | -2.0 | 0.97
O=C(O)CCC(=O)N1CCC(n2nnc3cc(C(F)(F)F)ccc32)CC1 | -7 | -1 | 0 | 10 | 15 | 0 | -0.4 | 1
COc1cc(NC(=O)c2ccco2)c(OC)cc1NC(=O)CCC(=O)Nc1cccc(C)c1C | 12 | -3 | 0 | -16 | 6 | 2 | 0.9 | 1
CC(=O)C1=C(O)C2(C)c3c(O)c(C)c(O)c(C(C)=O)c3OC2CC1=O (configuration not stated) | -13 | · | 6 | · | 19 | · | 3.3 | ·
Cc1ccc(Cl)cc1NC(=O)COC(=O)C1CCCCC1 | 5 | -5 | 2 | -6 | 11 | 0 | -1.0 | 0.91
COC(=O)c1cc(Br)ccc1NC(=O)CCNC(=O)c1ccco1 | 1 | -6 | -2 | -15 | -4 | -5 | -0.7 | 0.97
C[C@@]1([C@@H](NC(=O)c2cccs2)c2ccc(-c3ccccc3)cc2)C[C@H]1C1CCCCC1 | 5 | -3 | 2 | -10 | 10 | -2 | 0.2 | 0.87
COc1ccccc1NCC(=O)c1ccc(Cl)cc1 | -38 | 3 | -6 | -2 | 22 | 6 | 1.3 | 0.79
O=C(O)C1CCCN1S(=O)(=O)c1cc(Cl)ccc1Cl (configuration not stated) | -2 | -4 | 3 | 1 | 30 | 1 | -0.4 | 1.3
CCCCOc1ncnc2c1[nH]c1ccc(OC)cc12 | 1 | 11 | · | 34 | · | 0 | · | 0.98
O=C(NCC1CCCO1)NC1(C(F)(F)F)Oc2ccccc2O1 (configuration not stated) | 0 | 6 | 0 | 6 | 0 | 1 | 0.0 | 0.91
COc1ccc(CN(C)C(=O)Cn2cnc3c(NCc4ccccc4)ncnc32)cc1OC | -9 | 3 | 1 | · | 14 | -1 | -0.1 | ·
COc1cc(/C=N/NC(=O)C[n+]2ccccc2)cc(OC)c1OC | -11 | 5 | 1 | -10 | 11 | 3 | -2.9 | 0.95
Brc1ccc(OCc2nnc3n2CCC3)cc1 | -6 | 4 | 1 | 2 | 6 | 1 | -0.6 | 1
COc1nc(Nc2ccc(-c3nc4ccccc4o3)cc2)nc(N2CCOCC2)n1 | -15 | 5 | -13 | -5 | i | -37 | 3.0 | 1
c1ccc2cc(OCCCn3ccnc3)ccc2c1 | -6 | -1 | 0 | -5 | 17 | -1 | 0.1 | 1
COc1cc(C(=S)N2CCOCC2)ccc1OS(=O)(=O)c1ccccc1[N+](=O)[O-] | 5 | 0 | 2 | -1 | 13 | -3 | 3.5 | 1.1
O=C(CN(C(=O)CCC(=O)Nc1nccs1)c1ccc(F)c(Cl)c1)NCc1ccco1 | 2 | 6 | 1 | -3 | 24 | -1 | 4.1 | 0.94
CC(=C/c1ccccc1)/C=C1/SC(N2CCOCC2)=NC1=O | -2 | 6 | -2 | -16 | -23 | -1 | 2.1 | 1.1
O=c1ccc(-c2ccc(S(=O)(=O)Nc3ccccc3)o2)n[nH]1 | -13 | -5 | 3 | 9 | 5 | -4 | -0.2 | 1.1
COc1cc(/C=N/n2cnc3scc(-c4cccs4)c3c2=O)cc(OC)c1OC | -10 | -1 | 2 | 2 | -40 | -1 | 0.1 | 0.87
CSc1ccccc1NC(=O)c1cc(-c2cccnc2)nc2ccc(Br)cc12 | 9 | 1 | 1 | -22 | 5 | -4 | -3.7 | 1
O=C(NC1CCCCCCC1)C1=COCCO1 | -16 | -6 | 0 | 13 | 20 | 0 | -4.0 | 0.97
Cc1ccc(-c2csc3nc(=O)c(C)nn23)cc1 | 10 | -9 | · | -10 | · | -1 | · | 0.95
CC(=O)c1ccc(S(=O)(=O)N(CCCO)Cc2cc3cc4c(cc3[nH]c2=O)OCCO4)cc1 | -23 | 0 | -4 | 22 | -87 | -1 | -1.9 | 1.1
Cc1nc(C)c(C(=O)C2=C(O)C(=O)N(CCN(C)C)C2c2ccccc2)s1 (configuration not stated) | -1 | 25 | 0 | -13 | 21 | 0 | -1.1 | 1.1
COC(=O)c1ccc(NC(=O)CSc2nnc(COc3ccccc3)n2C)cc1 | 5 | -1 | 1 | -17 | 22 | 1 | -0.9 | 0.98
C=CCC[C@@H](Cc1ccc(F)cc1)C(=O)OC[C@@H](Cc1c[nH]c2ccccc12)NC(=O)[C@H](CC=C)CC(=O)N(CCO)Cc1ccccc1 | 30 | 5 | -1 | -2 | 14 | -3 | -0.7 | 1.1
CC(NC(=O)c1ccc2ccccc2n1)c1ccc(Br)cc1 (configuration not stated) | 9 | -15 | 0 | -8 | 2 | 0 | -0.1 | 1
Cn1ncc(N=Cc2ccc([N+](=O)[O-])cc2)c1C(=O)N1CCOCC1 | -2 | -17 | 1 | -10 | 12 | -1 | -0.9 | 0.8

Structures from the list above containing a furan ring, fused or not:
SMILES | PfG6PD inh | ATG4B inh | SENP1 FRET inh | SENP6 inh | SENP8 inh | NR3A LBD binder | MPTP block | hIAP act
O=C(Nc1nnc(-c2ccco2)s1)C1CCCCC1 | -18 | -3 | 9 | -8 | -64 | -1 | -5.8 | 0.84
Cc1c(/C(O)=C2/C(=O)C(=O)N(CCN3CCOCC3)C2c2ccco2)cnn1-c1ccccc1 (configuration not stated) | 2 | -3 | -7 | · | 1 | 0 | 2.1 | ·
O=C(CN1CCN(C(=O)c2ccc(-c3nc4ccccc4s3)o2)CC1)Nc1ccccc1Cl | 2 | -13 | -12 | -4 | -122 | -2 | 0.3 | 0.99
Cc1ccc(NCc2ccco2)cc1C | -2 | 5 | -3 | 13 | -1 | -1 | -2.6 | 1.1
Cc1occc1C(=O)NNC(=O)NC12CC3CC(CC(C3)C1)C2 | 7 | -1 | 2 | -4 | 20 | 1 | -2.1 | 1.1
COc1cc(NC(=O)c2ccco2)c(OC)cc1NC(=O)CCC(=O)Nc1cccc(C)c1C | 12 | -3 | 0 | -16 | 6 | 2 | 0.9 | 1
COC(=O)c1cc(Br)ccc1NC(=O)CCNC(=O)c1ccco1 | 1 | -6 | -2 | -15 | -4 | -5 | -0.7 | 0.97
O=C(CN(C(=O)CCC(=O)Nc1nccs1)c1ccc(F)c(Cl)c1)NCc1ccco1 | 2 | 6 | 1 | -3 | 24 | -1 | 4.1 | 0.94
O=c1ccc(-c2ccc(S(=O)(=O)Nc3ccccc3)o2)n[nH]1 | -13 | -5 | 3 | 9 | 5 | -4 | -0.2 | 1.1

From PubChem BioAssay
